GLP1R inv ag = GLP-1 receptor (human) inverse agonism. HEK293 GLP-1R CRE-luciferase, luminescence, 24 h; GLP-1R form is constitutively active. AID 624417. P43220. actives 1.6% (n = 410,000). Potency, µM (series often up to 38.3 µM), for the others: at the top dose activity change, negative = inhibition, most hits filed as inhibitors; further: potency means the concentration at half of the fitted maximal effect; on the % scale 0 is the no-effect control and ±100 the full control effect; nearly all actives have a fitted effect of over 55% in size
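GLP-1R inverse agonism mode: basal reporter luminescence in engineered HEK293 cells measured after one day of compound exposure at 37 deg C, with a 12 min room-temperature detection step.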
PI5P4K alpha inh = PI5P4K alpha (human) kinase inhibition. P48426. PI5P4Kalpha enzyme, ADP-Glo luminescence, 60 min; active compounds read low. max response, %. actives 1.2% (n = 330,000); active means max response of -50% or lower; inconclusive means between -30% and -50%; inactive means -30% or higher; further: value at the top dose of about 77 µM; on the % scale 0 is the no-effect control and ±100 the full control effect
Target sequence (P48426 whole entry, looked up): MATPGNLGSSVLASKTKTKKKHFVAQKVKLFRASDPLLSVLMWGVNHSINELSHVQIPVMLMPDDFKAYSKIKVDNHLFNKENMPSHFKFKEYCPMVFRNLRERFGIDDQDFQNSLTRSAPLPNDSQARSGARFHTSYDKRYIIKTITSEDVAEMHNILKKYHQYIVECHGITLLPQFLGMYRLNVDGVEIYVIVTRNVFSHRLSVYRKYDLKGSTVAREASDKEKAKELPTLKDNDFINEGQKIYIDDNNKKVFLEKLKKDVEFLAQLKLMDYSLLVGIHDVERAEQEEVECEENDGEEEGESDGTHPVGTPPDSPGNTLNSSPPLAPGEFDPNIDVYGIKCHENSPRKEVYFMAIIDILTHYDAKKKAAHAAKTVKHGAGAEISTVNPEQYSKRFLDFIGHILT
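Reactions run in 0.038 M HEPES pH 7.4, 0.28 mM EGTA, 0.1% CHAPS and 5% DMSO, with PI5P4Kalpha, substrate, compound and 5 microM ATP final, one hour at room temperature. Readout is ADP-Glo luminescence.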
IL-2 act = IL-2 activation. IL-2 activation reporter assay, cell-based qHTS; stimulated with anti-CD3/CD4/CD28 beads; in transgenic mouse T cells. activation, % (series mostly up to about 46 µM). actives 0.065% (n = 360,000); in the data active means activation above about 50%; inconclusive means mostly about 30% to 49%; further: 0% is about no effect
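Using fluorescent plate cytometry, EGFP and DsRed are detected in transgenic mouse T cells stimulated 18 h at 37 degrees C with antibody-coated beads after 60 min compound pretreatment.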
GLP-1R agonist = activates the human GLP-1 receptor; HEK293 GLP-1R CRE-luciferase, luminescence, 4-6 h; cells express a hypersensitive GLP-1R form; Potency, µM (doses to about 45.6 µM), for inactives: top-dose activation, hits mostly activators; actives 0.007% (n = 380,000); further: potency means the concentration at half of the fitted maximal effect; % of control where 0% means no effect
GLP1R cytotox = cytotoxicity counter-screen for GLP-1 receptor inverse agonists | HEK293 cAMP-luciferase reporter cells, luminescence, 24 h | actives 0.13% (n = 410,000) | Potency, µM (titrated, usually from 38.3 µM), without a hit: at the highest dose activity change, negative = inhibition, actives largely listed as inhibitors;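 further: loss of luciferase light is scored as toxicity; potency means the concentration at half of the fitted maximal effect; on the % scale 0 is the no-effect control and ±100 the full control effect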
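Quantitative HTS format, 1536 wells, 200 cells/uL seeded. Compounds: 23 nL, 24 h, 37 °C. Detection: luciferase reagent, luminescence at 12 min RT; decreased signal taken as cytotoxic.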
PLK1 PBD inh = blocks phosphopeptide binding to human PLK1 polo-box domain | Potency, µM, for inactives: max response, negative = inhibition, usual class: inhibitors | P53350 | Plk1 PBD binding of FITC phosphopeptide, fluorescence polarization | actives 2.8% (n = 360,000); further: potency means the concentration at half of the fitted maximal effect; series mostly up to about 57 µM; on the % scale 0 is the no-effect control and ±100 the full control effect; nearly all actives have a fitted effect of over 65% in size
Target sequence (P53350 whole entry, looked up, the tested form may be a part): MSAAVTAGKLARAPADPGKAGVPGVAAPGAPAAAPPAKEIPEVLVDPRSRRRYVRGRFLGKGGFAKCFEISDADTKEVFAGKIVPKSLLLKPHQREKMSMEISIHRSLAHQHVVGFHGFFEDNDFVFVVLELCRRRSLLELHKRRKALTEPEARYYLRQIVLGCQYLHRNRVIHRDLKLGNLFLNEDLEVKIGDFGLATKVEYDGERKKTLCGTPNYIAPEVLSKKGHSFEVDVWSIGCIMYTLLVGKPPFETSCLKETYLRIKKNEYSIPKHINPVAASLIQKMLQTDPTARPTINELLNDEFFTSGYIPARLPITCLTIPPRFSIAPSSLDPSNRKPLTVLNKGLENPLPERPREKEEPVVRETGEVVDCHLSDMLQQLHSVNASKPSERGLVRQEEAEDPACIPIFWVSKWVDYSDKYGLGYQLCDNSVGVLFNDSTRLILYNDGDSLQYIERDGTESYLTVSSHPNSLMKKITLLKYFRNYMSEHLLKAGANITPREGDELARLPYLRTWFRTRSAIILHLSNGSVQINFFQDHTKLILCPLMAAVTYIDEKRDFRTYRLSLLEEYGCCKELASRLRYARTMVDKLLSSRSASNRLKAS
EPAC1 antag = EPAC1 (human) antagonism | EPAC1 GEF assay, Rap1b-BODIPY-GDP exchange fluorescence | actives 0.14% (n = 360,000) | AID 720709 | Potency, µM (highest dose often 115 µM), without a hit: top-dose activity change, negative = inhibition, hits mostly inhibitors | O95398;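 further: potency means the concentration at half of the fitted maximal effect; plate controls were vehicle for no effect and positive control for full effect; nearly all actives have a fitted effect of over 50% in size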
PTHR1 agonist = PTHR1 (human) receptor agonism; HEK293 GP2 PTHR1 cells, GloSensor cAMP luminescence, 1 h; Potency, µM (highest dose often 115 µM), inactives show at the highest dose activation, most hits filed as activators; actives 0.075% (n = 410,000); further: potency means the concentration at half of the fitted maximal effect; nearly all actives have a fitted effect of over 55% in size; some results filed as inactive show a strong effect at the top dose; inactives centre near -15; many of its hits are not listed in these tables
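HEK-293-derived GP2 cells expressing PTHR1 and a GloSensor cAMP reporter, 3,000/well, plated overnight, given luciferin plus IBMX (each 0.5 mM as added) for 1 h at 37 °C, then compound for 1 h at 37 °C. Luminescence was read after 15 min at room temperature.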
EPAC1 ag = agonists of human EPAC1 | O95398 | EPAC1 agonist qHTS, biochemical assay; response scale: 100% = response to 6.5 mM cAMP | Potency, µM (top dose mostly 154 µM), for inactives: top-dose activation, most hits filed as activators | actives 0.073% (n = 360,000) | AID 720707; further: potency means the concentration at half of the fitted maximal effect; nearly all actives have a fitted effect of over 60% in size
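Compounds were pinned as a concentration titration into mixtures of EPAC1 (100 nM), BODIPY-GDP-loaded Rap1B (250 nM) and GDP (50 uM). After 5 min at room temperature, fluorescence was followed for 30 min; activity was scaled to 6.5 mM cAMP.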
Starred values were filed as active, the others as inactive; i = inactive; u = inconclusive; x = no result given; & = joins results of further samples; [ ] = another dose, or the depositor's remark. Unless noted, the call rests on the fitted dose curve; in most records, active means well fitted curve in the direction sought with a large enough effect; inconclusive means small, poorly fitted or top-dose-only effect, or another doubt; inactive means no such curve, though single readings can be large; an effect the other way counts as inactive or inconclusive. This is a subset; rates above refer to the full screens.

1) Cc1cccc(N2CCN(Cc3cnc(Cl)s3)CC2C)c1 (configuration not stated)
2) COc1ccc(NC(=O)c2cc3ccc4c5ccccc5[nH]c4c3cc2O)cc1
3) CN(CC(=O)Nc1ccc(Cl)cc1)C(=O)CNC(=O)Cc1cccc2ccccc12
4) COc1ccc(NC(=O)c2cc(OC)c(OC)c(OC)c2)cn1
5) O=C(NNC1CC(=O)N(c2cccc(Cl)c2)C1=O)c1cccs1 (configuration not stated)
6) CSc1ccc(NC(=O)C2(C)CCN2C(=O)c2ccccc2CCc2ccccc2)cc1 (configuration not stated)
7) CC(=O)N1CCN(S(=O)(=O)c2ccc(C)cc2)C1c1ccc(N(C)C)cc1 (configuration not stated)
8) O=C(O)C(=O)/C(=C\c1ccc([N+](=O)[O-])cc1)c1ccc2ccccc2n1
assay / compound,1,2,3,4,5,6,7,8
GLP1R cytotox,-1%,0%,0%,-7%,8%,3%,-11%,12%
PLK1 PBD inh,-3%,-4%,-17%,0%,-5%,6%,-10%,-20%
IL-2 act,-0.6,0.8,0.1,-1.2,-3.3,0.6,-1.9,-0.1
EPAC1 ag,7%,-2%,0%,-2%,-2%,-9%,2%,5%
EPAC1 antag,2%,9%,-25%,5%,-25%,1%,6%,-8%
PI5P4K alpha inh,23,-16,13,x,-7,50,0,-3
GLP1R inv ag,u,-10%,u,6%,9%,10µM*,0%,13%
PTHR1 agonist,-33%,-17%,-45%[inhibitor],-18%[57.5 µM],i,-66%[inhibitor],i,-49%[inhibitor]
GLP-1R agonist,3%,0%,-5%,2%,0%,-3%,-3%,-3%

9) CC(=O)c1sc(N/N=C\c2ccc(N(C)C)cc2)nc1C
10) C=CCCC(=O)N1C[C@H]2CON(C)[C@H]2C[C@H]1c1ccc(Br)cc1
11) O=C(Nc1ccccc1)c1cc(C2CCCCN2C(=O)c2ccc3c(c2)CCO3)on1 (configuration not stated)
12) C#CCOCCOCCOCCNc1nc(N2CCN(C(=O)[C@H]([C@@H](C)CC)n3cc([C@@H](N)Cc4ccc(O)cc4)nn3)CC2)nc(N2CCN(C(=O)[C@H](Cc3cc4ccccc4[nH]3)n3cc([C@@H](N)CC(C)C)nn3)CC2)n1
13) N#Cc1ccccc1OCCOCCNC1CCCC1
14) CCNc1nc(Cl)nc(N(NC(C)=O)C(C)CC)n1 (configuration not stated)
15) c1cnc(-c2noc(CN3CCN(C4C5CC6CC(C5)CC4C6)CC3)n2)cn1 (configuration not stated)
16) CC(=O)NC12CC3CC(C1)CC(C(=O)OCC(=O)Nc1ncc(Cl)c(C)c1Cl)(C3)C2
assay / compound,9,10,11,12,13,14,15,16
GLP1R cytotox,58%[activator],-23%,5%,1%,-3%,64%[activator],21%,5%
PLK1 PBD inh,-10%,-3%,3%,-18%,-16%,-24%,-7%,-16%
IL-2 act,-0.4,-1.2,-0.8,-0.6,2.5,1.6,-0.9,-4.0
EPAC1 ag,-7%,0%,-7%,-17%,7%,3%,-7%,9%
EPAC1 antag,8%,-1%,-6%,-29%,-12%,-3%,-8%,-19%
PI5P4K alpha inh,-4,0,2,u,-3,5,0,-52*
GLP1R inv ag,11%,-3%,u,-15%,-10%,36%[activator],-6%,0%
PTHR1 agonist,-26%,-26%,-24%,i,0%,i,5%,i
GLP-1R agonist,29%,-4%,-6%,10%,11%,1%,9%,1%

A portion from the list above, for reference:
6) CSc1ccc(NC(=O)C2(C)CCN2C(=O)c2ccccc2CCc2ccccc2)cc1 (configuration not stated)
7) CC(=O)N1CCN(S(=O)(=O)c2ccc(C)cc2)C1c1ccc(N(C)C)cc1 (configuration not stated)
8) O=C(O)C(=O)/C(=C\c1ccc([N+](=O)[O-])cc1)c1ccc2ccccc2n1
9) CC(=O)c1sc(N/N=C\c2ccc(N(C)C)cc2)nc1C
10) C=CCCC(=O)N1C[C@H]2CON(C)[C@H]2C[C@H]1c1ccc(Br)cc1
11) O=C(Nc1ccccc1)c1cc(C2CCCCN2C(=O)c2ccc3c(c2)CCO3)on1 (configuration not stated)
12) C#CCOCCOCCOCCNc1nc(N2CCN(C(=O)[C@H]([C@@H](C)CC)n3cc([C@@H](N)Cc4ccc(O)cc4)nn3)CC2)nc(N2CCN(C(=O)[C@H](Cc3cc4ccccc4[nH]3)n3cc([C@@H](N)CC(C)C)nn3)CC2)n1
13) N#Cc1ccccc1OCCOCCNC1CCCC1
14) CCNc1nc(Cl)nc(N(NC(C)=O)C(C)CC)n1 (configuration not stated)
assay / compound,6,7,8,9,10,11,12,13,14
GLP1R cytotox,3%,-11%,12%,58%[activator],-23%,5%,1%,-3%,64%[activator]
PLK1 PBD inh,6%,-10%,-20%,-10%,-3%,3%,-18%,-16%,-24%
IL-2 act,0.6,-1.9,-0.1,-0.4,-1.2,-0.8,-0.6,2.5,1.6
EPAC1 ag,-9%,2%,5%,-7%,0%,-7%,-17%,7%,3%
EPAC1 antag,1%,6%,-8%,8%,-1%,-6%,-29%,-12%,-3%
PI5P4K alpha inh,50,0,-3,-4,0,2,u,-3,5
GLP1R inv ag,10µM*,0%,13%,11%,-3%,u,-15%,-10%,36%[activator]
PTHR1 agonist,-66%[inhibitor],i,-49%[inhibitor],-26%,-26%,-24%,i,0%,i
GLP-1R agonist,-3%,-3%,-3%,29%,-4%,-6%,10%,11%,1%

More compounds follow:
17) CC(SCc1ccccc1)C(=O)N/N=C/c1ccc(OCC(=O)NCc2ccco2)cc1 (configuration not stated)
18) CCc1ccc(N2C(=O)C(Cl)=C(Nc3ccc(C(=O)N4CCCC4)cc3)C2=O)cc1
19) CCOC(=O)N1CCN(C(=O)CN(c2cccc(OC)c2)S(C)(=O)=O)CC1
20) CCc1ccc(NC(=O)CSc2nc(NS(=O)(=O)c3ccccc3)cc(=O)[nH]2)cc1
21) O=C(COc1ccc(F)cc1)NCCNC(=O)COc1ccc(F)cc1
22) Cc1onc(-c2c(Cl)cccc2Cl)c1C(=O)ONC(=O)c1ccccc1
23) O=C(COc1cc(F)ccc1[N+](=O)[O-])Nc1cccc(S(=O)(=O)NC2=NCCC2)c1
24) O=C1Nc2ccccc2/C1=C/c1ccccc1F
assay / compound,17,18,19,20,21,22,23,24
GLP1R cytotox,-17%,-4%,11%,-24%,-18%,0%,4%,u
PLK1 PBD inh,-8%,-6%,-1%,4%,1%,-1%,1%,30µM*
IL-2 act,0.1,0.3,1.9,0.0,0.0,1.1,0.7,-0.7
EPAC1 ag,11%,-6%,3%,15%,3%,0%,0%,9%
EPAC1 antag,-10%,-2%,12%,-12%,-7%,14%,20%,5%
PI5P4K alpha inh,-2,-22,10,0,4,5,1,-12
GLP1R inv ag,-25%,6%,1%,-23%,4%,7%,24%,u
PTHR1 agonist,-34%[inhibitor],-91%[inhibitor],-3%[57.5 µM],-16%,-31%[inhibitor],-13%,-2%,-21%
GLP-1R agonist,-4%,3%,-4%,19%,-2%,-1%,13%,21%

25) NC(=O)c1ccccc1NC(=O)Nc1cccc(Cl)c1
26) Cc1cc(NC(=O)c2cc(-c3ccncc3)nc3c(C)cccc23)no1
27) O=C(Nc1nc2ccccc2[nH]1)c1cccc(Cl)c1
28) O=C(COC(=O)C1(c2ccc(F)cc2)CCCC1)NC1CC1
29) O=c1[nH]c(COc2ccc(Cl)cc2Cl)nc2ccccc12
30) CCOC(=O)c1cccc(NC(=O)c2cnccn2)c1
31) Nc1c(N2CCCC2)cc(Cl)c2nonc12
32) O=C(NCCCN1CCC(Cc2ccccc2)CC1)c1ccc(CS(=O)c2ccccc2Cl)o1 (configuration not stated)
assay / compound,25,26,27,28,29,30,31,32
GLP1R cytotox,-2%,14%,u,3%,12%,-34%,28%,-17%
PLK1 PBD inh,2%,-4%,-10%,-3%,3%,-4%,21µM*,-14%
IL-2 act,-1.4,-1.1,-0.1,-0.4,0.8,-0.7,-1.5,-1.6
EPAC1 ag,2%,4%,-2%,2%,8%,-3%,7%,12%
EPAC1 antag,0%,-19%,u,4%,10%,-8%,u,10%
PI5P4K alpha inh,x,u,3,x,-3,2,x,2
GLP1R inv ag,7%,u,u,0%,23%,-1%,0%,u
PTHR1 agonist,i,i,-14%,i,i,-16%[57.5 µM],-16%,i
GLP-1R agonist,-8%,-23%,3%,18%,2%,-3%,7%,0%

33) NC(=O)CC[C@H](NC(=O)[C@H](Cc1ccccc1)n1c(=O)[nH]c2ccccc2c1=O)C(=O)N1CCC[C@H]1C(=O)O
34) CCCCC(=O)Nc1cccc(NC(=S)NC(=O)COc2ccccc2Cl)c1
35) C=CCNc1nc(NCC)nc(N2CCOCC2)n1
36) CCCCn1c(N)c(N(CC)C(=O)c2ccc3c(c2)S(=O)(=O)c2ccccc2C3=O)c(=O)[nH]c1=O
37) COc1cc(NC(=O)C2=CC(c3ccco3)=NS(=O)(=O)N2C)cc(OC)c1OC
38) O=C1CCc2cc(S(=O)(=O)NCc3ccc(F)cc3)cc3c2N1CC3
39) COC(=O)Cc1cc(=O)oc2c(C)c(O)ccc12
40) COc1ccccc1N1CCN(C(=O)c2oc3c(c2C)C(=O)CC(C)(C)C3)CC1
assay / compound,33,34,35,36,37,38,39,40
GLP1R cytotox,2%,-30%,7%,-10%,5%&3%,-8%&4%,x,-28%
PLK1 PBD inh,5%,8%,-10%,-7%,-18%,-1%,-2%,-4%
IL-2 act,-0.1,-2.1,-0.1,0.7,0.9,-0.1,0.9,-0.8
EPAC1 ag,-32%[inhibitor],-17%,23%,0%,-3%,u,-4%,5%
EPAC1 antag,3%,-7%,-1%,-28%,-7%,-3%,12%,-3%
PI5P4K alpha inh,-3,-2,6,8,-12,-13,x,3
GLP1R inv ag,-4%,5%,31%,-1%,15%&18%,15%&16%,3%,u
PTHR1 agonist,i,-6%,-24%[57.5 µM],i,u,i,-14%[57.5 µM],-22%
GLP-1R agonist,-2%,1%,5%,1%,-2%,-1%,-8%,2%

Bioassay records as filed in PubChem BioAssay.
